# High-throughput results deposited in PubChem BioAssay by several laboratories.
# Insulin prom inh = TRM-6 insulin promoter activity inhibition. TRM-6 cells (human fetal islet line), insulin promoter-eGFP reporter, imaging; reporter expression induced with tamoxifen. inhibition, % at 2 µM. 0.9% of 130,000 active;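 active = inhibition above the mean plus 3 SD, with well images judged a real hit on visual review, cut at about 60% in these data, passing the limit was not always enough; inconclusive = inhibition over the cutoff but images rejected on review; inactive = inhibition not above the cutoff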
# SDO1 yeast rescue = compounds rescuing growth of sdo1-depleted yeast, bone marrow failure model; S. cerevisiae sdo1-depleted JHY4D growth rescue, OD600 30 h; hits give high values; pdr5 snq2 efflux-pump mutant strain; z-score at 10 µM; 0.21% of 140,000 active; AID 817;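 active = z-score above 3 at both the 24 hr and the 30 hr optical density reads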;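 note: z-score against mean and SD of all compound wells on the same plate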
# SDO1 yeast rescue Rescue 24 h = second read-out of SDO1 yeast rescue, no call of its own (marks repeat the call); z-score; S. cerevisiae sdo1-depleted JHY4D growth rescue, OD600; measured here: growth rescue at 24 h;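 0 is the plate mean of compound wells and units are plate SD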
# The depositor's hits bear a star; ? = inconclusive; . = no result given; & = joins results of further samples. The order is random; any-hit rate near 0.99%.
Molecule,Insulin prom inh,SDO1 yeast rescue,SDO1 yeast rescue Rescue 24 h
Cc1cc(C(C)(C)C)oc1C(=O)N(CC(=O)NC1CCCC1)c1ccc(F)cc1,-19,-0.39,-0.2
CC(C)c1ccccc1NC(=O)CCc1nc2ccccc2s1,.,-1.1,-1
Cc1[nH]n(-c2ccccc2)c(=O)c1C(=O)c1ccc([N+](=O)[O-])cc1,33,.,.
COCc1nnc(NC(=O)c2ccco2)s1,43,0.79,-0.4
O=C(CSc1nc2ccccc2n1S(=O)(=O)c1cccc([N+](=O)[O-])c1)NCCc1ccccc1,14,-1.2,-0.49
CCOC(=O)C1CCN(c2c(NCCCN(CC)Cc3ccccc3)c(=O)c2=O)CC1,.,0.55,0.02
O=C(Cc1ccccc1)N/N=C/C=C/c1cccc([N+](=O)[O-])c1,22,-0.15,-0.15
CCCCc1ccc(/C=C2\C(=O)ON=C2c2ccccc2)s1,.,-0.8,-0.03
COc1ccc(/C=N/OCC(=O)N=Nc2c(O)[nH]c3ccc(Br)cc23)cc1,80*,.,.
COc1cc(CC(NC(C)=O)C(=O)NC2CCN(c3c(Cc4ccccc4)c(C)nc4ncnn34)CC2)cc(OC)c1 (stereo unspecified),17,0.65,0.17
COc1ccccc1CNC(=O)C1CCCN(S(C)(=O)=O)C1 (stereo unspecified),7,2.3,2.1
CCCS(=O)(=O)c1c(S(=O)(=O)CCC)c2c(N)cccn2c1C(=O)c1ccc(F)cc1,.,-0.42,2.1
O=C(COC(=O)c1ccccn1)NCc1ccccc1Cl,23,0.9,0.6
COc1cc(CNCCC2CCOC(C)(C)C2)ccc1O (stereo unspecified),.,0.18,-0.18
O=S(=O)(N/N=C\c1c(F)cccc1Cl)c1ccc(Cl)cc1,-7,-1.5,-0.38
CCn1ncc(/C=N\NC(=O)COc2cc(C)cc(C)c2)c1C,6,0.19,0.47
CC1(C)Oc2nc3ccccc3n2/C1=C\C#N,-37,1.3,0.91
Cc1cccc(CCNC(=O)CCCOc2cc(=O)n(C)c3ccccc23)c1,-7,.,.
COc1ccc2c(CC(=O)NC3CCCc4ccccc43)coc2c1 (stereo unspecified),.,-0.34,-0.42
CCN(CC)c1ncnc2c1[nH]c1ccccc12,57,0.42,0.12
CCOc1cc(CNCc2cccs2)ccc1OCC(=O)NC(C)(C)C,.,0.86,0.03
CC1(CCc2ccccc2)NC(=S)N(c2ccc(Cl)cc2)N1 (stereo unspecified),?,-2,-0.71
O=C(COc1ccccc1-c1ccccc1)Nc1ccc(S(=O)(=O)NCc2ccco2)cc1,-59,0.4,2.1
O=C(COc1cccc2ccccc12)Nc1cc(S(=O)(=O)N2CCOCC2)ccc1N1CCOCC1,11,.,.
Cc1cc(/C=N\NC(=O)CC(=O)NC2CCCCC2)c(C)n1-c1cccc(Cl)c1Cl,33,0.44,0.88
CCCCCC(=O)OC(CN1CCCCC1)CN1CCCC1=O (stereo unspecified),-19,0.46,0.95
CC1=CCC2C(=O)N(c3ccccc3OC(=O)c3ccccc3F)C(=O)C2C1 (stereo unspecified),-84,-0.96,0.46
NC(=O)C1CC(=O)N(c2ccc(OCc3ccccc3Cl)cc2)C1 (stereo unspecified),-55,.,.
CCOc1ccc(-n2c(SCC(=O)Nc3ccc(OC)cc3OC)nc3c(c2=O)SCC3)cc1,-3,-0.42,-0.17
O=C(c1ccccc1)N1CCn2c(nc3ccccc32)C1,0,0.6,0.12
COc1ccc(S(=O)(=O)N2N=C(C)Oc3ccccc3C2=O)cc1,-26,-0.88,-1.5
Cn1c(CNc2nc(-c3ccccc3)cs2)nnc1SCC(=O)N1CCc2ccccc21,0,-0.75,-0.85
Cc1ccc(-c2nnn(CC(=O)N(Cc3ccco3)C(C(=O)NC(C)(C)C)c3cccs3)n2)o1 (stereo unspecified),-5,-0.5,-0.57
Cc1ccc(C)c(Nc2nc3c(S(=O)(=O)c4ccccc4)nnn3c3ccccc23)c1,-16,2.2,2.9
N#C/C(=C/N1CCOCC1)c1ccccc1,18,1.3,0.97
COc1ccc(-c2noc(Cc3ccccc3OC)n2)cc1,55,-0.51,0.14
O=C(N/N=C1\CC2CC=CC12)c1ccc(COc2ccccc2)cc1 (stereo unspecified),40,-0.55,-1.3
Cn1c(=O)c2c(SCC(=O)N3CCOCC3)nc(CC(C)(C)C)nc2n(C)c1=O,.,-0.07,-0.3
Cc1cc(=O)n2c(c1C#N)SC1CCCCC12O (stereo unspecified),64,0.93,1.1
O=C1c2ccsc2SCCN1Cc1ccc(Cl)cc1Cl,-66,-1.7&-1.7,-0.75&-0.43
CCNc1nc(=S)nc(NCc2ccccc2)[nH]1,-45,.,.
Cc1cc(C)nc(NC(=O)c2c(-c3ccccc3Cl)noc2C)n1,-21,0.85,0.6
CCCc1nc2scc(-c3ccc(C)cc3)c2c(=O)n1N,81*,-0.25,0.17
CCCCCC(=O)Nc1cccc(-c2nc3ncccc3o2)c1,.,-1.3,-0.97
Cn1c(CNC(=O)OC(C)(C)C)n[nH]c1=S,-25,.,.
O=C(CN1C(=O)c2ccccc2C1=O)OC(C(=O)c1ccc(Cl)cc1)c1ccccc1 (stereo unspecified),6,0.85,0.21
Cc1ccc(C(=O)NC(=S)NCC2CCCO2)cc1Br (stereo unspecified),0,-0.31,-0.16
COc1ccc2[nH]cc(CCN3C(=O)CCC3=O)c2c1,4,0.89,0.42
CCN(CC)Cc1ccccc1Sc1ccccc1,22,1.2,1.7
Cc1ccc(S(=O)(=O)Nc2ccncc2)c(C)c1N(C)S(=O)(=O)c1ccc(Cl)cc1,33,0.88,0.19

# Carrying on:
Molecule,Insulin prom inh,SDO1 yeast rescue,SDO1 yeast rescue Rescue 24 h
COc1ccc(CNC(=O)c2ccc[nH]2)cc1Cl,26,.,.
CC1(C)CC(CC(=O)O)(c2ccccc2)CCO1 (stereo unspecified),-19,0.48,-0.29
CC1(C)CC(=O)C=C(Nc2ccccc2F)C1,-12,-0.49,-1.2
O=C(CCCCCNS(=O)(=O)c1ccc(Br)cc1)NCCN1CCOCC1,.,1.1,0.97
O=C(CSc1ccsc1[N+](=O)[O-])N1CCN(c2ccccc2)CC1,.,-0.32,0.21
COCCNC(=O)CSc1nc2ccccc2c(=O)n1CCC(=O)N1CCN(c2ccccc2)CC1,0,.,.
CCC(=O)N/C(N)=N/c1nc(C)c2cc(OC)ccc2n1,80*,-0.27,-1.2
Clc1ccccc1COc1ccc(/C=N/n2cnnc2)cc1,24,-1.9,-1.2
O=C(NCCCN1CCN(CCCNC(=O)c2cccc(Cl)c2)CC1)c1cccc(Cl)c1,-25,-0.3,-0.43
COc1ccc(CC(NC(C)=O)C(=O)NC2CCN(c3nc(C)cc(C)c3C#N)CC2)c(OC)c1 (stereo unspecified),16,0.32,0.06

# Some of the entries so far, with each value named:
Cc1cccc(CCNC(=O)CCCOc2cc(=O)n(C)c3ccccc23)c1
  Insulin prom inh: -7
  SDO1 yeast rescue: .
  SDO1 yeast rescue Rescue 24 h: .

COc1ccc2c(CC(=O)NC3CCCc4ccccc43)coc2c1 (stereo unspecified)
  Insulin prom inh: .
  SDO1 yeast rescue: -0.34
  SDO1 yeast rescue Rescue 24 h: -0.42

# (continued)
# Fields: Insulin prom inh	SDO1 yeast rescue	SDO1 yeast rescue Rescue 24 h
- CC(C)c1ccccc1OCC(=O)NCC(c1cccs1)N1CCOCC1 (stereo unspecified)
→ -40	-0.28	0.69
- Cc1cc(C)nc(SCC(=O)c2ccc3c(c2)OCCO3)n1
→ 7	-0.15	-0.29
- O=C(N/N=C/c1ccccc1OC(=O)N1CCOCC1)c1cccs1
→ -31	.	.
- COc1ccc2oc(C(F)(F)C(F)(F)F)cc(=O)c2c1
→ -11	0.65	0.56
- O=C(CN(Cc1ccc2c(c1)OCO2)C(=O)c1cnsn1)NC1CCCC1
→ -8	0.58	0.07
- COc1cnc(-c2ccccn2)nc1Oc1ccc(Cl)cc1
→ .	-0.53	0.14
- CCCn1nnc(NC(=O)Cc2ccccc2)n1
→ 6	0.56	0.16
- CCOC(=O)c1c(-c2ccccc2Cl)csc1NC(=O)CSc1nc(C)cc(=O)[nH]1
→ 2	-0.14	-0.08
- CCCc1nnc(-c2cc(OC)c(OC)c(OC)c2)o1
→ -40	-0.39	-0.89
- COc1ccc(NC(=O)COC(=O)c2c(-c3ccccc3)noc2C)cc1
→ 12	-0.74	-0.47
- COc1cccc(C(=O)Nc2nc(-c3ccc4c(c3)OCO4)cs2)c1
→ .	-2.4	-2.1
- CN(CCNC(=O)C1CCN(S(=O)(=O)c2cnc[nH]2)CC1)Cc1ccccc1
→ .	0.09	-0.34
- Cc1cnc(C(=O)Nc2ccc(-n3cnnn3)cc2)cn1
→ -25	0.71	0.1
- CCC(C)Sc1nnc(CSc2nc3nc(C)cc(C)n3n2)o1 (stereo unspecified)
→ .	0.42	-0.13
- O=C(CN1C(=O)CCS(=O)(=O)c2ccccc21)NCc1ccc(F)cc1
→ 33	-0.1	-1.1
- CC1=NNC(=O)C1CC(=O)N/N=C(\C)c1cccs1 (stereo unspecified)
→ 0	.	.
- COc1ccc(CCNC(=O)c2cc(-c3ccc(C)cc3O)n[nH]2)cc1OC
→ -33	0.53	2
- CC(C)CCNC(=O)c1c[nH]c2ccc(S(=O)(=O)N3CCC4(CC3)OCCO4)cc2c1=O
→ ?	0.19	-0.19
- Cc1nn(-c2ccccc2C(=O)O)c(=O)c2ccccc12
→ 58	1.4	1.9
- Cc1cc(C)cc(C(=O)OCC(=O)Nc2cccc(S(=O)(=O)NC3=NCCCCC3)c2)c1
→ -47	-0.52	0.44
- C=CCNc1nc(Cl)nc(Nc2ccc(OC)cc2)n1
→ 54	-0.92	-1.1
- COc1ccc(N2C(=O)CC(NCCNc3ccc([N+](=O)[O-])cn3)C2=O)cc1 (stereo unspecified)
→ 13	1.2	-0.63
- Clc1ccc2oc(-c3cccnc3NCc3ccccc3)nc2c1
→ ?	0.06	0.37
- O=C(C1CCCN(S(=O)(=O)c2cccc3nonc23)C1)N1CCN(c2cccc(Cl)c2)CC1 (stereo unspecified)
→ 12	-1.5	-0.22
- CCOC(=O)c1c(NC(=O)C2=C(C)NC(=S)NC2c2ccc(CC)cc2)sc(C)c1C (stereo unspecified)
→ 53	-0.73	-0.27
- CCCCOC(=O)Nc1nnc(C(C)C)s1
→ 27	.	.
- COc1ccc(CCNc2ccncn2)cc1OC
→ 15	-0.24	-0.89
- CC(OC(=O)c1cccc(S(=O)(=O)Nc2cccc(C(F)(F)F)c2)c1)C(=O)Nc1ccc2c(c1)OCCO2 (stereo unspecified)
→ 45	-0.24	-0.91
- CCCc1ccc(Oc2coc3cc(OCC(=O)Nc4ccccc4C)ccc3c2=O)cc1
→ 58	-0.64	-0.27
- Cc1ccc(-c2nc(CSCC(=O)N3CCN(c4ccccn4)CC3)c(C)o2)cc1
→ .	3.1	2
- CC1CCN(S(=O)(=O)c2ccc3ncn(CC(=O)N(C)Cc4ccccc4)c(=O)c3c2)CC1
→ .	0.85	1.1
- Nc1nc2nonc2nc1N1CCCCC1
→ 21	0.28	-0.1
- COc1ccc(S(=O)(=O)NCC2CCC(C(=O)NCc3ccco3)CC2)cc1 (stereo unspecified)
→ .	0.68	0.42
- Cc1nc(NC(=O)c2ccco2)sc1-c1csc(Nc2ccc(Cl)cc2Cl)n1
→ 19	-1.7	-0.42
- CCn1nc([N+](=O)[O-])c2c(-c3nc4ccccc4o3)c(N)n(CCCOC)c2c1=O
→ 43	.	.
- CC(=O)c1cc(N2CCC(C(=O)O)CC2)ccc1[N+](=O)[O-]
→ -18	.	.
- CCOC(=O)c1c(CN(CC)CC)oc2cc(Br)c(O)cc12
→ .	0.39	0.35
- CCOC(=O)N1CCN(C(=O)CCNS(=O)(=O)c2cc(Br)cnc2N)CC1
→ -29	0.63	0.12
- COc1cccc(C(=O)N2N=C(c3cccc(OC)c3)CC2(O)C(F)(F)F)c1 (stereo unspecified)
→ -3	-0.9	-0.59
- CC(=O)c1ccc(NC(=O)C(C)NCc2ccccc2Cl)cc1 (stereo unspecified)
→ -109	.	.
- COc1ccc(-c2nnc(SCC(=O)NCCc3ccccc3)o2)cc1
→ 50	-1.3	-0.75
- O=C(Nc1ccc(S(=O)(=O)N2CCCCC2)cc1)c1ccccc1Cl
→ -4	-0.96	-1.2
- N#CNC1=NCN(Cc2ccccc2)CN1
→ .	1.4	1.1

# Entries of single compounds from above. Order of values: Insulin prom inh, SDO1 yeast rescue, SDO1 yeast rescue Rescue 24 h
# O=C(COc1cccc2ccccc12)Nc1cc(S(=O)(=O)N2CCOCC2)ccc1N1CCOCC1 reads 11, ., .
# COc1cnc(-c2ccccn2)nc1Oc1ccc(Cl)cc1 reads ., -0.53, 0.14
# CC1=CCC2C(=O)N(c3ccccc3OC(=O)c3ccccc3F)C(=O)C2C1 (stereo unspecified) reads -84, -0.96, 0.46
# CCNc1nc(=S)nc(NCc2ccccc2)[nH]1 reads -45, ., .
# Cc1cc(/C=N\NC(=O)CC(=O)NC2CCCCC2)c(C)n1-c1cccc(Cl)c1Cl reads 33, 0.44, 0.88
